Source: PubChem BioAssay (several laboratories)
NR2E3 ag-1 = NR2E3 agonists in two-hybrid cells, primary screen, cell-based, luminescence, CHO-S, Gal4-NCOR/VP16-NR2E3; luciferase; inhibition of corepressor binding, % at 3.98 µM; 360,000 compounds, 0.35% hits; AID 602229, 2012;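 active = inhibition above the mean of all tested compounds plus 3 SD, cut at about 70% in these data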;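 note: 0% = DMSO with NR2E3 transfected cells and 100% = cells lacking NR2E3 construct; higher means lower luciferase signal from less NR2E3 corepressor binding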
Target sequence (Q9Y5X4 whole entry, looked up, the tested form may be a part): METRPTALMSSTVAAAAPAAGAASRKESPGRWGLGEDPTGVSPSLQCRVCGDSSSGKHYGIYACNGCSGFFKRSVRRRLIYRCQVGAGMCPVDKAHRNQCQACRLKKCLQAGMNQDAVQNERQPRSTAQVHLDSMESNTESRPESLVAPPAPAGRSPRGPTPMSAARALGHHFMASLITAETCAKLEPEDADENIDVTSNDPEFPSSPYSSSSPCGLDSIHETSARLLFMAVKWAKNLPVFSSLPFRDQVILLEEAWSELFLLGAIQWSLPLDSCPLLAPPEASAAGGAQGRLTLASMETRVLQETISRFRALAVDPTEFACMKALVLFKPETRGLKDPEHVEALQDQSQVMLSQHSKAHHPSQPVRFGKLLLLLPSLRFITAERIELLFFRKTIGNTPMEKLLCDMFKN
Shn3 3UTR inh = reduction of Shn3 3'UTR firefly luciferase signal, primary screen, Schnurri-3 inhibitor project, cell-based, Clone20 osteoblasts, set 2. AID 588674, 2011. 360,000 compounds, 0.52% hits. inhibition, % at 12.5 µM. Clone20 osteoblast Shn3 3'UTR firefly luciferase, 24 h;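 active = mean inhibition of at least 75% with every replicate also reaching 75%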;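 note: 0% = median of neutral control wells and 100% = pilot-screen positive control compound; some compounds past the cut are filed as inactive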
CF NFkB inh = inhibitors of PAF-induced NF-kB signaling, primary screen, cell-based, GFP fluorescence, uHTS; inhibition, % at 5 µM; AID 588850, 2011; KKLEB NF-kB-GFP reporter, GFP fluorescence overnight; 360,000 compounds, 0.86% hits;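 active = at least 50% inhibition at 5 µM, scaled per plate between neutral and stimulator controls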;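 note: PAF is a Pseudomonas aeruginosa culture filtrate used as stimulus; plate controls were PAF-stimulated DMSO wells for no effect and unstimulated DMSO wells for full effect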
TROY NFkB inh = inhibitors of TROY-driven NF-kB signaling, primary screen, Q293 LMP1-TROYcd cells, NF-kB luciferase, uHTS | Q293 LMP1-TROYcd NF-kB luciferase reporter, 4 h | inhibition, % at 10 µM | 360,000 compounds, 0.98% hits;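 active = compounds whose plate-normalised and pattern-corrected inhibition of the luciferase reporter signal at the single screening dose is 50% or more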
HIF-2a inh = HIF-2a reporter inhibitors, primary screen, luminescence, 786-0 RCC cells; 786-0 RCC cells HIF-2a reporter, luciferase luminescence, overnight; inhibition, % at 18.8 µM; 360,000 compounds, 0.72% hits;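 active = inhibition of the luminescence signal of 40% or more relative to plate controls, in a single-dose primary screen at 18.75 µM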
MITF TRPM1 inh = inhibitors of MITF-dependent TRPM1 promoter reporter, primary screen, cell-based, SK-MEL-5, single point, luciferase; SK-MEL-5 TRPM1 promoter luciferase, 24 h; inhibition, % at 12.5 µM; 330,000 compounds, 0.83% hits;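 active = mean inhibition across replicates of 60% or more, whatever share of single replicates reaches that level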; note: values of inactives mirror those of a sister screen read the other way
Peg3 prom inh = Peg3 promoter-driven luciferase inhibitors, primary screen, cell-based, HeLa, luciferase luminescence; AID 588405, 2011; HeLa PEG-Prom luciferase reporter, overnight; inhibition, % at 20 µM; 360,000 compounds, 1.7% hits;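 active = inhibition of at least 50% at 20 µM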
TWEAK-Fn14 inh = inhibitors of TWEAK-Fn14 signaling, primary screen, luciferase reporter cells, uHTS; TWEAK-stimulated Fn14 reporter cells, luciferase luminescence, 8 h; inhibition, % at 10 µM; 360,000 compounds, 2% hits; AID 1159606, 2016; in the data active = inhibition above about 50%
KKLEB tox = cytotoxicity in KKLEB CF airway cells, primary screen, cytotoxicity control for CF NF-kB inhibitor project, cell-based, uHTS, fluorescence assay plates; KKLEB CF airway cells viability, ATPlite luminescence, overnight; stronger effect = lower value; cells stimulated with P. aeruginosa culture filtrate; activity change (cytotoxicity), % at 5 µM; 360,000 compounds, 0.36% hits; AID 602141, 2011;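 active = corrected activity change at or below -50% at 5 µM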
C8 TRAIL sens = viability loss with TRAIL in NB7+C8 cells, primary screen, TRAIL sensitizer project, cell-based, ATPlite luminescence; inhibition (viability loss, TRAIL sensitization), % at 10 µM; 360,000 compounds, 1% hits;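 active = compounds causing at least 50% loss of cell viability in the single-dose screen, relative to plate controls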
NR2E3 ag-2 = inhibitors of NR2E3-RetCOR corepressor binding, primary screen, NR2E3 agonist project, biochemical, TR-FRET, GST-NR2E3, biotin-RetCOR. 1536-well. 320,000 compounds, 0.12% hits. AID 2300, 2010. inhibition of corepressor binding, % at 4.78 µM. Photoreceptor-specific nuclear receptor (Homo sapiens), Q9Y5X4;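 active = percent inhibition above the cutoff of mean plus 3 SD of all tested compounds, set per screening campaign, cut at about 20% in these data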;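 note: 0% = DMSO wells and 100% = biotin wells as full block of FRET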
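Assay system: NR2E3–RetCOR corepressor complex. Quantity: 1.35 nM GST-NR2E3. Buffer or medium: pH 7.5 Tris-based buffer. Reagent: biotinylated RetCOR corepressor at 7 nM final. Schedule: 5 h at 4 °C. Detection: TR-FRET, emission read at 617 and 671 nm. Replicates: one well per compound, singlicate testing.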
The depositor's hits bear a star; x = not tested or not shown. These rows are one share of the data. The share of hits here may be higher or lower than overall.

Compound	KKLEB tox	TWEAK-Fn14 inh	C8 TRAIL sens	Peg3 prom inh	CF NFkB inh	TROY NFkB inh	Shn3 3UTR inh	HIF-2a inh	NR2E3 ag-1	NR2E3 ag-2	MITF TRPM1 inh
NNc1nc2c(F)cccc2s1	4.9	62.1*	-8.8	-39.9	3.6	68.5*	7.6	-85.2	-49.3	-5.9	-5.9
COCCCn1c(SCC(=O)Nc2ccccc2F)nnc1-c1ccoc1C	9.2	-5.8	-4.2	0.0	-12.0	10.1	-33.1	6.8	-45.9	0.8	10.5
CC(=N\NC(=O)c1ccc([N+](=O)[O-])cc1)/C(=N/O)C(=O)Nc1ccccc1	-4.8	16.1	2.4	14.4	8.9	19.1	10.1	0.3	-21.2	1.0	10.5
COc1cccc(NC(=O)c2cnc(SC)nc2)c1	5.5	-5.9	6.2	-43.4	5.1	-1.2	-14.4	-97.3	-10.0	0.8	13.0
Cc1ccc(CNC(=O)COc2ccc(S(=O)(=O)N3CCCC3)cc2)cc1	4.2	5.8	-25.6	11.8	-10.6	-7.9	-1.1	10.6	-4.0	4.2	-1.8
Cc1ccc(OCc2nnc(NC(=O)c3cccnc3)s2)cc1	0.0	10.7	6.6	-53.4	12.8	-10.6	-20.6	4.5	-20.3	-0.7	0.1
CCOc1ccc(OCCC(=O)OCC(=O)N2CCN(c3ccc(OC)cc3)CC2)cc1	-8.6	-1.7	15.3	6.7	-8.0	20.2	-16.0	5.1	-3.3	-0.3	-4.9
Cc1c(C(=O)N(Cc2ccccc2)C(C)C)cnn1-c1ccccc1	-2.0	6.1	-9.0	12.9	-8.6	-10.3	8.9	15.5	27.9	-2.7	14.4
CC(=O)N1CCC(C(=O)NC2CC(C)(C)Cc3c2cnn3-c2ccc(F)cc2)CC1 (stereo not drawn)	14.7	-11.4	7.5	2.0	-2.7	14.8	-3.4	13.5	-9.7	0.9	7.6
N#CC(C(=O)NCCc1ccccc1)c1nc2ccccc2nc1N1CCOCC1 (stereo not drawn)	-12.5	-3.2	-1.4	20.2	2.1	-10.7	1.0	-4.3	-10.7	-0.5	-0.6
COc1cccc2cc(C(=O)NCCN3CCOCC3)c(=O)oc12	-8.3	16.5	6.2	-21.5	26.8	-13.6	-1.4	-9.4	0.2	-2.3	x
NC(N)=NS(=O)(=O)c1ccc(N=C2C(=O)Nc3ccccc32)cc1	11.8	-6.4	-11.3	17.6	-9.8	17.0	5.5	16.4	-2.5	-2.6	-13.3
Cc1ccc(C(=O)N2CCN(c3ncnc4c3cnn4-c3ccccc3)CC2)cc1	-3.9	3.9	23.7	15.3	1.4	-1.5	25.5	-0.2	7.5	-2.2	-7.0
C[C@@H](CN1CCC[C@H]1CN1C(N)=NC[C@@H]1Cc1ccccc1)N1C[C@@H](Cc2ccccc2)N(CCCC2CCCC2)C1=N	2.9	-7.6	5.9	-0.6	8.2	-5.7	5.9	9.3	7.5	x	-11.5
COC(=O)C1CCN(C(=O)c2cc(-c3ccco3)nc3ccccc23)CC1	-2.1	10.2	-13.1	0.8	-17.7	-3.0	-4.2	12.0	13.6	x	3.5
O=C(c1sc2ccccc2c1Cl)N(Cc1ccco1)C1CCS(=O)(=O)C1 (stereo not drawn)	-15.0	-3.1	6.0	-22.2	-7.1	-5.0	1.2	-8.7	-5.8	-1.0	4.2
CSc1ccc(CNC(=O)C2(C)CCCN2CC(C)C)cc1 (stereo not drawn)	1.4	0.1	-9.7	9.2	-2.3	-7.2	0.1	19.9	-17.9	x	x
Clc1ccc2c(c1)C(N1CCNCC1)Cc1ccccc1S2 (stereo not drawn)	-24.5	-15.0	34.2	104.2*	24.1	-22.1	-6.7	39.0	2.3	1.8	94.2*
Cc1nc2cc(OC3(C)CCN(Cc4ccc(OC(F)(F)F)cc4)C3)ccc2s1 (stereo not drawn)	-14.8	-44.8	-4.4	5.0	-12.0	12.4	-22.8	-4.5	1.1	x	x
COc1ccc(OC)c(C(=O)N2CCC(C(=O)c3ccc(F)cc3)CC2)c1	-0.6	11.7	1.9	16.6	21.4	11.6	23.1	13.5	7.7	4.3	3.6
O=C(CC1C(=O)NCCN1Cc1cccc(Oc2ccccc2)c1)NCCc1ccccn1 (stereo not drawn)	3.8	-1.6	-28.2	9.2	-9.0	0.0	12.3	14.2	2.7	0.1	-2.3
COc1ccc(NS(=O)(=O)c2c(F)cccc2F)cc1S(=O)(=O)N1CCOCC1	-6.2	1.4	-4.5	3.4	-1.9	-9.2	-16.6	1.1	10.1	0.9	13.9
CC(C)OCCCNC(=O)c1cc(Sc2ccc(F)cc2)nc2ccccc12	-3.2	21.0	7.0	21.0	-7.6	13.5	14.4	19.2	-22.9	-4.0	7.4
Cc1cc(C)nc(N2CCC(C(=O)Nc3ccc4c(c3)OCCO4)CC2)n1	13.3	9.8	-5.9	-0.7	12.6	2.3	-1.8	5.0	1.3	4.8	-8.1
Cc1ccc(C)c(N2CCN(CCCNC(=O)CCn3c(=O)c4cccn4c4cccnc43)CC2)c1	6.2	-8.5	3.2	20.4	-4.6	-15.5	17.9	19.0	-29.0	1.0	-17.6
CCOC(=O)CCCCCC(=O)Nc1ccc2c(c1)C(=O)N([C@H](C)CO)C[C@H](C)[C@@H](CN(C)C(=O)Nc1ccc(OC)cc1)O2	-1.5	-13.6	-6.6	8.2	-6.2	-0.1	3.6	1.9	-22.1	x	0.5
COC(=O)c1c(C)[nH]c(C(=O)COc2ccc3ccc(=O)oc3c2)c1C	7.9	8.8	16.8	31.8	-15.8	7.1	-8.3	5.8	-11.9	-3.4	-2.1
CCOc1ccc(C(=O)N2CCc3ccccc32)cc1	5.0	-14.8	0.4	-295.6	-2.5	-32.0	-100.0	-237.1	-68.6	-2.6	-89.6
Cc1cc(=O)oc(C)c1C(=O)OC(C(=O)c1ccccc1)c1ccccc1 (stereo not drawn)	5.6	-4.2	-6.1	13.8	-8.2	10.7	5.6	-3.0	-1.6	3.8	-17.3
CCn1c(C)nc2cc(C(=O)NNC(=O)Nc3ccc(Cl)cc3)ccc21	-4.9	3.0	-0.1	2.7	12.3	-6.2	-1.9	3.9	-29.4	1.6	1.5
CC(C)(C)C1=Nn2c(nnc2C2CCCCC2)SC1	-20.1	-9.4	10.9	17.6	18.5	0.3	-1.5	-6.3	-1.9	0.5	6.1
C=C(C)CC(NCc1ccco1)c1ccc(OC)cc1 (stereo not drawn)	3.5	2.0	-20.0	4.0	-0.5	3.0	-0.1	16.0	-5.5	0.0	-8.5
CN=c1scc(-c2cccs2)n1/N=C/c1ccccc1O	-69.3*	108.0*	93.6*	90.9*	-9.6	88.2*	89.8*	90.1*	95.4*	-1.6	86.9*
Cc1cc(-c2ccccc2)oc(=O)c1NC(=O)c1ccccc1	-3.4	-19.3	20.1	-20.4	2.9	-1.1	-17.4	-49.2	-25.9	-2.6	2.7
CCN(CC(=O)Nc1ccc(OC)cc1)C(=O)Cc1cccs1	14.5	1.0	-11.1	-8.6	-7.0	-50.2	-6.7	2.0	-1.3	0.8	-5.6
Cc1[nH]nc2c1C(C(C)c1ccccc1)C(C#N)=C(N)O2 (stereo not drawn)	-2.7	10.2	-11.3	6.7	8.9	7.0	3.0	4.2	28.9	3.1	-5.9
O=C(CCCCCn1c(=S)[nH]c2ccsc2c1=O)NC1CCCCC1	10.1	-18.1	-20.2	3.1	-69.3	-19.5	11.9	-1.7	7.5	2.5	-0.6
C=CCNC(=O)C1CCN(c2cc(C)nc(-c3ccccc3)n2)CC1	3.1	-5.5	-11.7	10.7	0.7	-24.3	-4.2	13.4	-27.4	6.3	7.3
NCc1csc(Nc2ncccn2)n1	1.4	-6.4	-7.6	18.4	9.6	-1.2	-4.9	9.1	-16.1	x	x
COc1cc(OC)c(OC)cc1CNC1CCCCCC1	5.8	-0.6	8.6	5.7	-9.6	1.1	12.4	7.0	-2.5	0.4	2.1
O=C(Nc1ccccc1)Nc1cc(OCC(F)(F)F)cc(OCC(F)(F)F)c1	-50.7*	59.5*	38.2	41.9	45.9	43.0	93.4*	-13.5	63.9	x	85.5*

Profiles, looked up by structure. Values in the order: KKLEB tox	TWEAK-Fn14 inh	C8 TRAIL sens	Peg3 prom inh	CF NFkB inh	TROY NFkB inh	Shn3 3UTR inh	HIF-2a inh	NR2E3 ag-1	NR2E3 ag-2	MITF TRPM1 inh
`COc1cc(OC)c(OC)cc1CNC1CCCCCC1` in the list: 5.8	-0.6	8.6	5.7	-9.6	1.1	12.4	7.0	-2.5	0.4	2.1
`Cc1[nH]nc2c1C(C(C)c1ccccc1)C(C#N)=C(N)O2` (stereo not drawn) in the list: -2.7	10.2	-11.3	6.7	8.9	7.0	3.0	4.2	28.9	3.1	-5.9
